LDHA block – LDHA (human) enzyme inhibition; AID 1347041; purified LDHA, NADH/diaphorase-resazurin fluorescence; stronger effect = lower value; P00338; 480,000 compounds, 0.15% hits; activity change, % (values are at about 110 or 230 µM); in the data active = activity change below about -30%; inconclusive = mostly about -25% to -30%;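 also: plate controls were DMSO wells for no effect and wells without enzyme for full effect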
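Enzyme activity of human lactate dehydrogenase 5 (2 nM; 0.06 mM NADH, 0.2 mM pyruvate, 5 min, RT) is measured via a resazurin/diaphorase fluorescence readout of residual NADH.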
Vif-APOBEC3F blk – Vif-A3F binding inhibition; HeLa A3F-eYFP + Vif (tagged APOBEC3F with the HIV-1 protein that degrades it), YFP fluorescence increase; Potency, µM (series often up to 46.1 µM), for the others: at the top dose activity, negative = active; 390,000 compounds, 0.2% hits; also: potency is read from the fitted curve at half-maximal effect; % of control where 0% means no effect; nearly all actives have a fitted effect of over 65% in size
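Fluorescence increase (Ex 488/Em 500-530) after overnight compound treatment at 37 deg C flags inhibition of Vif-driven A3F-eYFP loss in stable HeLa A3F-eYFP/Vif cells seeded overnight beforehand.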
Glioma ERSR ind – inducers of ER stress response in human glioma cells; U87-MG GRP78 promoter luciferase reporter, 16 h; Potency, µM, without a hit: at the top dose activation, most hits filed as activators; 420,000 compounds, 0.02% hits; AID 602332; also: potency is read from the fitted curve at half-maximal effect; series mostly up to about 76 µM; % of control where 0% means no effect; nearly all actives have a fitted effect of over 35% in size
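ERSR induction read as luciferase luminescence (Bright-Glo, 10 min at room temperature) in stably transfected human U87-MG glioma cells exposed to compounds for 16 h, using GRP78 as sensor.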
RXFP1 agonist – agonists of human relaxin receptor RXFP1; HEK293T-RXFP1 cAMP TR-FRET, 30 min; response scale: percent of porcine relaxin response, buffer zero; Potency, µM (titrated, usually from 57.5 µM), inactives show at the highest dose activation, actives largely listed as activators; 370,000 compounds, 0.3% hits; also: potency is read from the fitted curve at half-maximal effect; % is scaled to controls: 0 for no effect and ±100 for the full control effect; nearly all actives have a fitted effect of over 60% in size; many of its hits are not listed in these tables
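HEK293 cells stably expressing RXFP1, treated 30 min at 37C with compounds plus PDE4 inhibitor Ro 20174; cAMP measured by HTRF TR-FRET. Normalized to buffer and 29 nM porcine relaxin; EC50 by Hill fit.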
D2 potentiator – positive allosteric modulators of human D2 dopamine receptor; P14416; HEK293 T-REx D2, calcium flux, EC20 dopamine potentiation; potentiation, % at 10 µM; 340,000 compounds, 0.34% hits; AID 485347;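 active = potentiation over 3 SD above the plate norm, cut at about 30% in these data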; also: 0% is about no effect
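Tetracycline-induced HEK293 T-REx cells force-coupled to calcium signalling expressed D2; compounds were pin-added after a 10 s baseline, read kinetically 180 s, then an EC20 dopamine challenge followed with a further 180 s calcium read.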
D1 antag – blocks dopamine activation of the human D1 receptor; activity change, negative = inhibition, % at 10 µM; AID 504652; 360,000 compounds, 3.2% hits; P21728; HEK293 TREx D1 cells, calcium flux, dopamine EC80; stronger effect = lower value; in the data active = activity change below about -30%; also: % is scaled to controls: 0 for no effect and ±100 for the full control effect
Target sequence (P21728 whole entry, looked up): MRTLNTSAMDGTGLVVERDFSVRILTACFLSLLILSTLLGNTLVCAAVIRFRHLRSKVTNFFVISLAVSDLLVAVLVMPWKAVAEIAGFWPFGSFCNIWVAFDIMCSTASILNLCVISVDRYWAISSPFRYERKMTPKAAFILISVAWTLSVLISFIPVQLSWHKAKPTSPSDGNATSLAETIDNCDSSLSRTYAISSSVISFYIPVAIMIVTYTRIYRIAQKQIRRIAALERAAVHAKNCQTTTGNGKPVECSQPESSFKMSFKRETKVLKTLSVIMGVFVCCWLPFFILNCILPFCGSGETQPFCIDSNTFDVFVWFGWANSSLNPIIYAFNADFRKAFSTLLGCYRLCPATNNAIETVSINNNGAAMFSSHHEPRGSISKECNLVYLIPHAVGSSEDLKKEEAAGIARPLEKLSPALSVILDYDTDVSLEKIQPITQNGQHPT
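Compound effects on dopamine-evoked calcium signalling were measured in tetracycline-induced HEK293 Trex D1 cells. Dopamine at EC80 followed a 180 s compound pre-read, and fluorescence was tracked kinetically for 180 s more.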
D1 ag – activates the human D1 dopamine receptor | P21728 | HEK293 T-REx D1 cells, calcium flux, agonist mode | activation, % at 2 µM | 360,000 compounds, 1% hits; in the data active = activation above about 30%; also: 0% is about no effect
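Inducible HEK293 T-REx D1 cells, force-coupled to calcium signalling, were plated at 4000 cells/well with tetracycline and held overnight at 30 C. After no-wash calcium dye loading, compound-evoked calcium rise over 180 s flagged agonists.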
Vif-APOBEC3G blk – inhibitors of Vif-APOBEC3G interaction. HeLa A3G-eYFP + Vif (tagged APOBEC3G with the HIV-1 protein that degrades it), YFP fluorescence, overnight. Q9HC16. 410,000 compounds, 0.076% hits. Potency, µM (doses to about 46.1 µM), inactives show at the highest dose activity, negative = active, actives largely listed as inhibitors. AID 602310;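 also: potency is read from the fitted curve at half-maximal effect; % is scaled to controls: 0 for no effect and ±100 for the full control effect; nearly all actives have a fitted effect of over 60% in size; hits raise eYFP signal because A3G escapes Vif-driven loss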
Target sequence (Q9HC16 whole entry, looked up): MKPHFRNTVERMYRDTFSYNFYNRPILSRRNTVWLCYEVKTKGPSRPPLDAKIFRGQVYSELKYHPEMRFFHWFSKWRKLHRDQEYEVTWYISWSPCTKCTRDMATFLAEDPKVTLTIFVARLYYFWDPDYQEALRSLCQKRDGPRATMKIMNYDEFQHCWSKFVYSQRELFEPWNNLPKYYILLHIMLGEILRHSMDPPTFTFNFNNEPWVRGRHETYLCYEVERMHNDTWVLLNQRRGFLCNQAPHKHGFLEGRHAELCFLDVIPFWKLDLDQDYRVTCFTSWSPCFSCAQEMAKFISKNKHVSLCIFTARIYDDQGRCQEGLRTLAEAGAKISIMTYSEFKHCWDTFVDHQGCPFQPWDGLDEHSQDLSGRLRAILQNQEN
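HeLa cells stably expressing Vif and C-terminally eYFP-tagged A3G, seeded overnight at 37 deg C, then exposed to compound by pintool overnight at 37 deg C. Rise in yellow fluorescence (Ex 488/Em 500-530, Acumen) marks blocked Vif-driven A3G degradation.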
D1 potentiator – human D1 dopamine receptor positive modulation. HEK293 TREx D1 cells, calcium flux, dopamine EC20 potentiation. AID 504651. P21728. 360,000 compounds, 0.036% hits. potentiation, % at 10 µM; in the data active = potentiation above about 30%; also: 0% is about no effect
Numbers without * were called inactive; ? = inconclusive; · = not tested or not shown; & = joins results of further samples. Unless noted, calls follow the shape of the dose curve; as a rule, active = well fitted curve in the direction sought with a large enough effect; inconclusive = small, poorly fitted or top-dose-only effect, or another doubt; inactive = no such curve, though single readings can be large; an effect the other way counts as inactive or inconclusive. A portion of the library; rates above refer to the full screens.

SMILES	LDHA block	Vif-APOBEC3F blk	Glioma ERSR ind	RXFP1 agonist	D2 potentiator	D1 antag	D1 ag	Vif-APOBEC3G blk	D1 potentiator
COCCN(C(=O)COC(=O)CSc1ccc2ccccc2c1)c1c(N)n(Cc2ccccc2)c(=O)[nH]c1=O	-1	-4%	-7%	2.6%	-4	4	1	-1%	3
CCOC(=O)C1CCCN(C(=O)C2CCN(S(=O)(=O)c3c(C)noc3/C=C/c3ccccc3F)CC2)C1 (centres undefined)	-1&-4	0%&8%	-2%&-2%	-3.7%&-0.5%	-2&-7	-16&10	1&8	3%&0%	2&4
Nc1cccc(N2C(=O)c3cccc4c(N)ccc(c34)C2=O)c1	-6	2%	-4%	-2.4%	2	-9	156*	-2%	-4
CN1C(=O)C(=O)N(CC(=O)Nc2ccccc2OC(F)F)C1=O	2	-5%	-4%	0.7%	·	-25	2	2%	-4
O=C(Cn1c2[n+](c3ccc(C(F)(F)F)cc31)CCCCC2)c1ccc2c(c1)OCCO2	0	-4%	-1%	-1.3%	-23	-13	1	2%	3
CN1CCN(c2ccc(CNS(=O)(=O)Cc3cccc(C(F)(F)F)c3)cc2)CC1	-2	8%	-4%	-0.4%	-1	-15	16	0%	-3
O=C1NN(c2ccccc2)C(=O)/C1=C\c1ccc(-c2cc([N+](=O)[O-])ccc2O)o1	-3	6%	-2%	-1.7%	2	-4	1	-6%	-7
CCN(c1ccccc1)S(=O)(=O)c1ccc(Cl)c(NC(=O)CSc2nncs2)c1	-5	-8%	-5%	-0.5%	-5	-28	9	-2%	-2
COc1ccccc1N1CCN(C(=O)C2CCCN(S(=O)(=O)c3ccc4c(c3)oc(=O)n4C)C2)CC1 (centres undefined)	-4&-5	-7%&-2%	0%&-3%	0.5%&2.4%	-1&-11	0&-16	15&10	-5%&2%	-10&-4
COc1ccc(C(=O)Nc2ccccc2C(=O)N2CCOCC2)cc1Br	-4	2%	-6%	1.1%	5	-9	1	-2%	3
CCOc1cc(/C=N/NC(=O)CNc2ccc(C)cc2)ccc1OC(=O)c1ccccc1	-7	-10%	-1%	-3.4%	1	-4	1	0%	-1
CN(Cc1ccc(C(C)(C)C)cc1)C(=O)C1CCN(C(=O)Nc2ccccc2)CC1	-4	-8%	-1%	2.1%	-3	-10	17	-4%	0
Cc1cc(NC(=O)CSc2ccc(-c3ccc(Br)cc3)nn2)no1	-2	2%	6%	?	18	6	1	-1%	-2
Cc1cc(C(=O)Nc2cc(C)n(Cc3ccc(Cl)cc3)n2)no1	1	-1%	-4%	-0.3%	-1	-11	2	1%	1
O=C(CN1CCCC1)Nc1cc(C(F)(F)F)cc(C(F)(F)F)c1	6	0%	1%	5.7%	-21	26	8	2%	7
Cc1ccc(OCC(=O)NCCN2CCOCC2)cc1C	-3	1%	-5%	0.6%	10	-1	3	0%	1
Cc1cc(NC(=O)c2cccc(S(=O)(=O)N3CCCC3)c2)no1	-9	-4%	-2%	0.2%	7	2	1	2%	2
CC(C)C(=O)Nc1ncc2c(n1)CC(c1cccs1)CC2=O (centres undefined)	-4	·	-5%	1.1%	5	-8	0	-4%	-3
CCOC(=O)c1ncccc1NC(=O)CC(=O)Nc1cccnc1C(=O)OCC	4	9%	12%	·	·	·	·	1%	·
Cc1cccn2c(=O)c(C=Nc3ccccc3)c(NCc3ccco3)nc12	1	-13%	-1%	1.8%	1	6	1	-12%	-2
CCOCCCNc1c2c(nc3cc(-c4ccc(F)cc4)nn13)CCC2	-6	9%	-1%	2.1%	3	0	1	2%	-5
CCOC(=O)/C=C1\SCC(=O)N1CC(=O)Nc1ccc(OC)c(OC)c1	-8	·	-4%	-2.0%	-1	-15	4	-3%	3
COc1ccc(-c2[nH]ncc2CN2CCCC2c2nonc2C)c(F)c1 (centres undefined)	-1	-4%	-4%	2.5%	-13	7	1	2%	-3
O=C(c1cc([N+](=O)[O-])ccc1Cl)N1CCN(c2ccccc2)CC1	-6	3%	-3%	-0.6%	1	10	3	-7%	-4
N=c1sccn1CC(=O)Nc1ccc(SC(F)F)cc1	-16	5%	8%	-1.0%	-4	-9	46*	3%	-5
COc1ccc([C@@H]2CC=C(C(=O)O)[C@H](c3ccc(Cl)cc3)N2S(=O)(=O)c2ccc(Cl)cc2)cc1	-4	2%	-1%	-0.7%	·	-1	-1	-1%	-7
C/C(CC(=O)NC1CCCCC1)=N\NC(=O)c1ccccn1	-5	-11%	5%	1.3%	-2	-3	3	3%	-3
CC(=O)N1CCc2cc(S(=O)(=O)NC(Cc3ccccc3)C(=O)NCc3ccccc3)ccc21 (centres undefined)	4	-3%	-1%	2.5%	-6	13	4	0%	-1
Cc1noc(N)c1C(=O)Nc1ccc(F)c(Cl)c1	-7	6%	-4%	1.9%	7	0	4	4%	-5
Cc1cnc(C(=O)OCC(=O)Nc2cccc3ccccc23)cn1	1	-2%	-3%	·	·	·	·	-7%	·
Cc1cc(C)c(NC(=O)Cc2ccc(-n3c(C)nc4cccnc43)cc2)c(C)c1	1	4%	-4%	1.0%	1	4	0	-4%	3
COc1cc(/C=N/O)cc(Br)c1OC	-1	1%	-3%	-1.0%	6	10	1	2%	-4
COc1ccc(S(=O)(=O)N(C)C[C@H]2OCCCC[C@H](C)Oc3ccc(NC(=O)Nc4ccc(F)cc4)cc3C(=O)N([C@H](C)CO)C[C@H]2C)cc1	-1	-8%	-2%	·	·	·	·	-4%	·
c1ccc(-c2nc(C3CCCCC3)no2)cc1	-7	-5%	1%	3.5%	17	-8	3	-7%	-12
Cn1c(=O)c2c(ncn2CC(=O)OCC(=O)Nc2cc(Cl)ccc2Cl)n(C)c1=O	-8	-1%	-3%	4.1%	·	-18	4	1%	-9
CC1(C)CC2CC(C)(CN2C(=O)c2cc(-c3ccccc3O)on2)C1 (centres undefined)	3	-4%	-1%	2.3%	-11	0	1	-3%	-5
NC(=O)c1cc2cc([N+](=O)[O-])ccc2oc1=O	0	1%	0%	1.5%	-14	21	1	2%	4
CCn1c(SCC#N)nc2ccccc2c1=O	-5&-1	-16%	-2%&-4%	1.8%	11	-28	0	0%&-5%	-1
C/C(=N\NC(=O)CNC(=O)C(c1ccccc1)c1ccccc1)c1ccc(C)cc1	·	·	·	-0.2%	-5	-5	1	·	-3
CC(=O)c1c(C)[nH]c(C(=O)COC(=O)c2ccc3c(=O)n4c(nc3c2)CCC4)c1C	-4	-1%	-4%	-0.3%	1	-25	5	0%	-3
COc1ccc(OC)c(NC(=O)CSc2nc3ccccc3cc2Cc2ccccc2)c1	-2	0%	-4%	1.5%	11	2	6	0%	-7
O=C(CSc1nccn1Cc1ccc(F)cc1)Nc1ccc(F)cc1F	-3	1%	-2%	-0.9%	-9	-10	6	2%	7
CC1CC1C(=O)OCC(=O)N(C)c1c(N)n(Cc2ccccc2)c(=O)[nH]c1=O (centres undefined)	-2	?	-4%	-0.4%	-7	5	-2	0%	-3
O=C1CNC(=S)N1C(CO)c1ccccc1 (centres undefined)	-5	-6%	-6%	7.6%	11	-3	4	3%	-1
CCOc1ccc(-n2c(SCC(=O)Nc3cc(C)on3)nc3c([nH]c4ccccc43)c2=O)cc1	-2&-1	0%&7%	-4%&-5%	0.5%&0.3%	-11&11	-1&-12	0&2	-1%&-3%	0&-4
Cc1cc2c(cc1C)CN(c1ccccc1)C2	3	0%	-4%	6.5%	10	-8	1	-4%	-8
CC(C)(C)OC(=O)N1CCN(C(=O)c2[nH]cnc2C(=O)NCC(=O)OCc2ccccc2)CC1	-2	3%	-4%	0.2%	-7	-16	1	3%	1
CCCN(CC(=O)Nc1ccc(F)c(F)c1F)C(=O)Cc1ccc(S(=O)(=O)N2CCOCC2)s1	4	1%	-2%	-1.0%	-5	-21	4	-3%	-2
O=S(=O)(Nc1ccccc1)N1CCCCC1	-8	10%	-2%	·	·	·	·	0%	·
CCOC(=O)N1CCN(C(=O)C2CCCN(S(=O)(=O)c3ccc(F)cc3)C2)CC1 (centres undefined)	0	5%	-5%	-2.0%	4	·	-1	1%	-1
Cc1ccc(S(=O)(=O)c2nc(-c3ccco3)oc2SCC(N)=O)cc1	-9	9%	1%	-0.2%	3	-11	1	1%	8
CCc1ccc(-n2nc(C)c3c(C(=O)Nc4cc(C)c(Cl)cc4OC)cc(C)nc32)cc1	-1	-1%	-1%	0.8%	1	-9	3	-10%	-7
O=C(NC1CCCCC1)C1CC(=O)N(CCc2ccccc2)C1 (centres undefined)	-9	5%	-3%	-0.8%	·	5	0	1%	-2
CCC(C)NC(=O)CN(C1CCCCC1)S(=O)(=O)c1ccc(F)cc1 (centres undefined)	-8	-8%	-3%	1.2%	1	-2	0	1%	-1
C[C@H](NC(=O)c1nc[nH]c1C(=O)N[C@@H](C)C(=O)OCc1ccccc1)C(=O)OCc1ccccc1	5	1%	1%	-0.8%	-1	-14	4	-1%	-7
O=C(CCNC(=O)c1ccc([N+](=O)[O-])cc1)Nc1cc(C(F)(F)F)ccc1N1CCOCC1	-2	2%	-1%	·	·	·	·	-2%	·
O=C(N/N=C/c1ccco1)c1ccc(NC(=O)c2ccc(Cl)cc2)cc1	-2	11%	2%	3.3%	·	1	5	0%	-6
O=C(NCc1nnc(SCc2ccc(F)cc2)n1-c1ccc(F)cc1)C12CC3CC(CC(C3)C1)C2	-1	-6%	-4%	-0.9%	-2	3	3	-5%	-1
O=C(NCCN1CCc2ccccc2C1)C1CCN(S(=O)(=O)N2CCCCC2)CC1	0	-21%	-4%	1.8%	-10	5	1	0%	6

In another format: results already given.
SMILES,LDHA block,Vif-APOBEC3F blk,Glioma ERSR ind,RXFP1 agonist,D2 potentiator,D1 antag,D1 ag,Vif-APOBEC3G blk,D1 potentiator
O=C(CCNC(=O)c1ccc([N+](=O)[O-])cc1)Nc1cc(C(F)(F)F)ccc1N1CCOCC1,-2,2%,-1%,·,·,·,·,-2%,·
CCOc1cc(/C=N/NC(=O)CNc2ccc(C)cc2)ccc1OC(=O)c1ccccc1,-7,-10%,-1%,-3.4%,1,-4,1,0%,-1

Screening data deposited in PubChem BioAssay by National Center for Advancing Translational Sciences (NCATS).
